Assay outcomes: PubChem, Sanford-Burnham Center for Chemical Genomics
TAG inh = triacylglycerol accumulation inhibition. H9c2 cells, Nile Red lipid (TAG) fluorescence; cells loaded with 200 µM oleic acid. inhibition, % at 12.5 µM. 0.66% of 230,000 active;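 active = pattern-corrected inhibition of lipid staining of at least 50% with the nuclear-stain viability signal not falling by more than 50%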;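 also: 0% = DMSO wells and 100% = triacsin C control wells; some results filed as inactive read as strong as hits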
TAG inh DAPI viability = second read-out of TAG inh, no call of its own (marks repeat the call); DAPI nuclei signal change (viability), lower = more cytotoxic, %;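 whole-well DAPI fluorescence read on a plate reader as a viability signal; minus 50 percent equals half of cells still viable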
* = called active by the depositor. Not all compounds are listed. The share of hits here may be higher or lower than overall.

Values run as follows: TAG inh	TAG inh DAPI viability
CCOc1ccc(C(=O)NCC(=O)N2CCN(c3ccc(C(F)(F)F)cn3)CC2)cc1
    -44.6	-6.5
CCOC(=O)c1[nH]c2ccccc2c1NC(C)=O
    -3.0	-11.5
O=C(CSC1=NCCS1)N1CCN(c2ccccc2)CC1
    12.8	-4.8
CCOC(=O)c1c(C)[nH]c(C(=O)OCC(=O)Nc2sc(C(=O)N(C)C)c(C)c2C(=O)OCC)c1C
    11.9	-7.6
C[C@@H]1CN([C@@H](C)CO)C(=O)CCCn2nncc2CO[C@H]1CN(C)C(=O)NC1CCCCC1
    -10.2	0.3
O=C1c2ccccc2C(=O)N1CCCc1nc(-c2ccc(Cl)cc2)no1
    -3.4	-3.9
O=C(NCCS(=O)(=O)NC1CCCC1)c1ccccc1
    -4.8	1.5
CCn1cc(C(=O)OCC(=O)Nc2ccccc2OC(F)F)c(=O)c2ccc(C)nc21
    -9.6	7.4
CCOC(=O)N1CCN(C(=O)Cc2c(C(=O)O)n(C)c3ccccc23)CC1
    -12.7	-7.5
CCOC(=O)Cn1c(=O)cnc2ccccc21
    -2.4	7.9
CCCCCc1cccnc1
    6.2	-6.3
CCc1noc(C)c1C(=O)OCC(=O)Nc1ccc2c(c1)OCO2
    1.6	1.7
COc1ccc(C(CNC(=O)c2cc(S(=O)(=O)N3CCCC3)ccc2Cl)N2CCCC2)cc1 (stereo not given)
    -8.1	-10.2
COc1cccc(/C=C/C(=O)OCC(=O)N2CCN(S(=O)(=O)c3ccc(Cl)cc3)CC2)c1
    4.7	13.9
C[C@H]1CN([C@@H](C)CO)C(=O)CCCn2nncc2CO[C@H]1CN(C)C(=O)c1ccc2ccn(C)c2c1
    -7.4	7.5
Cc1ccc(CSc2ncnc3ccccc23)cc1
    -18.8	-7.0
O=C(OCc1cn([C@H]2C[C@H](c3ccccc3)N(Cc3cccs3)C[C@@H]2O)nn1)c1ccccc1
    -4.3	-4.7
O=C(CN1C(=O)NC2(CCCc3ccccc32)C1=O)N1CCN(c2cccc(C(F)(F)F)c2)CC1 (stereo not given)
    4.2	-4.0
COc1ccc(/C=N/NC(=O)c2ccc(F)cc2)cc1CN1CCc2cc(OC)c(OC)cc2C1C (stereo not given)
    0.3	-3.8
CCOc1ccc(C(=O)CCN2CCOCC2)cc1
    9.8	4.0
C=CCN=C(NC#N)SCC(=O)NC(C)(C)C
    1.9	-8.5
Cc1ccc(CSCCNC(=O)CN(c2cc(C)ccc2C)S(C)(=O)=O)cc1
    -10.6	0.3
O=C(CCCN1C(=O)/C(=C/c2cccs2)SC1=S)NNC(=O)c1cccnc1
    15.2	-2.1
O=C(NCC(=O)N1CCN(Cc2ccccc2)CC1)c1ccc(Cl)cc1
    4.4	-2.4
CC(C)c1noc2ncc(C(=O)c3cc(Cl)cc(Cl)c3O)cc12
    -9.3	-1.2
Cc1cc(C)cc(N(CC(=O)NC2CCC(C)CC2)S(=O)(=O)c2c(C)noc2C)c1 (stereo not given)
    -4.1	6.2
CC1(C(=O)NS(=O)(=O)c2ccccc2C(F)(F)F)CCN1C(=O)COc1ccc(Cl)cc1 (stereo not given)
    2.1	-0.6
COc1ccc(NC(=O)N2CCC(O)(c3cccnc3)CC2)c(OC)c1
    -12.5	2.3
O=C(Nc1nnc(Cc2ccccc2)s1)c1ccccc1
    -7.2	-0.3
CCOC(=O)/C(C)=C1\NC(C)(C)Cc2ccccc21
    -17.3	3.5
N#CCCC(CCC#N)C1=NCCc2ccccc21
    -8.6	-0.5
Cc1ccc2nc(-c3ccccc3Cl)cc(C(=O)Nc3cc(C)on3)c2c1
    34.0	-16.9
COc1ccc(CNc2ncc(-c3cccc([N+](=O)[O-])c3)n2C)c(OC)c1OC
    -17.4	7.8
OC(CCN1CCCCC1)(c1ccccc1)C1CCCCC1 (stereo not given)
    -2.3	3.6
CCOC(=O)C1=C(CSc2nc(-c3ccccc3)ccc2C#N)OC(N)=C(C#N)C1c1ccc(OC)cc1 (stereo not given)
    -27.6	12.7
CC1CC(C)CN(C(=O)c2ccc3ccccc3c2)C1 (stereo not given)
    8.1	-2.4
O=C(Cc1cccc2ccccc12)Nc1ccc(N2CCOCC2)cc1
    4.8	-1.3
O=C(Nc1cccc(F)c1)c1ccc(S(=O)(=O)N2CCOCC2)cc1
    9.0	-13.3
CC1CCCCN1C(=S)NC(=O)c1cc(Br)ccc1Cl (stereo not given)
    -9.8	-2.8
COc1ccccc1OCc1ccc(C(=O)NCC2CCCO2)cc1 (stereo not given)
    -0.9	2.1
COc1ccc(CCNC(=O)Nc2ccc3c(c2)c(=O)n(C)n3CC=C(C)C)cc1OC
    8.0	25.4
CCCc1cc(=O)[nH]c(Nc2ccc(Cl)cc2)n1
    8.4	-7.8
COc1ccc(NC(=O)[C@@H](NC(=O)c2ccccc2F)C(C)C)cc1S(=O)(=O)N1CCOCC1
    -0.7	8.1
Cc1ccc(C(=O)NC2CC3CCCC(C2)N3Cc2ccccc2)cc1 (stereo not given)
    5.2	-3.9
Cc1cccc(OCC(=O)NCC(=O)n2nc(C)cc2C)c1
    3.2	-10.6

Entries of single compounds, quoted from the list. Values in the order: TAG inh, TAG inh DAPI viability
Profile of `Cc1ccc2nc(-c3ccccc3Cl)cc(C(=O)Nc3cc(C)on3)c2c1` = 34.0, -16.9
Profile of `CCOC(=O)C1=C(CSc2nc(-c3ccccc3)ccc2C#N)OC(N)=C(C#N)C1c1ccc(OC)cc1` (stereo not given) = -27.6, 12.7
Profile of `O=C(Cc1cccc2ccccc12)Nc1ccc(N2CCOCC2)cc1` = 4.8, -1.3
Profile of `OC(CCN1CCCCC1)(c1ccccc1)C1CCCCC1` (stereo not given) = -2.3, 3.6
Profile of `CC1CC(C)CN(C(=O)c2ccc3ccccc3c2)C1` (stereo not given) = 8.1, -2.4

Going on with the list:
Values run as follows: TAG inh	TAG inh DAPI viability
COc1ccc(/C(N)=N/OC(=O)CCCc2ccccc2)cc1OC
    -10.3	10.5
CCCCn1c(N)c(N(CCOC)C(=O)c2sc3cc(F)ccc3c2Cl)c(=O)[nH]c1=O
    -5.3	-0.8
COC(=O)c1cc(NC(=S)N2CCN(C(=O)C3CCCO3)CC2)cc(C(=O)OC)c1 (stereo not given)
    -3.2	5.1
O=C1CCC/C(=N/Nc2ccc(Cl)cc2)C1
    9.5	1.6
COC(=O)c1cc(=O)[nH]c(SCc2cccc(C)c2)n1
    -9.8	-3.5
NC(=O)c1c(NC(=O)c2c(F)cccc2F)sc2c1CCN(Cc1ccccc1)C2
    -7.8	-15.0
COCCNC(=O)c1ccc2c(c1)S(=O)(=O)c1cc(Cl)ccc1C2=O
    0.6	2.6
COc1ccccc1CN1C[C@@H]2C[C@@H](c3cccc(O)c3)N3CCC[C@@]23C1=O
    -3.2	-6.7
CC(=O)Nc1cc(NC(C)=O)cc(C(=O)NC(C)(C)C)c1
    11.8	-2.4
O=C(COC(=O)c1ccc[nH]c1=O)Nc1cc(S(=O)(=O)N2CCCCC2)ccc1Cl
    -5.2	-11.8
COCCNC(=O)CSc1nc2cc(OC)c(OC)cc2c(=O)n1CCc1ccc(S(N)(=O)=O)cc1
    -4.0	1.0
COC(=O)C1=C(C(=O)c2ccccc2)C(c2cccs2)n2nnnc2N1 (stereo not given)
    15.3	-9.1
CSc1cc(CS(=O)(=O)c2ccccc2)nc(-c2ccccc2)n1
    19.8	-3.4
O=C(O)c1ccccc1Sc1ncnc2sccc12
    12.3	-12.0
Cc1cc2cc(CNC(=S)Nc3ccc(OC(F)F)cc3)ccc2[nH]1
    22.4	4.3

COc1ccc(NC(=O)O/N=C2/CCCc3ccc(OC)cc32)cc1
  TAG inh: -23.0
  TAG inh DAPI viability: -5.0

COc1ccc2c(c1)-c1c(ssc1=S)C(C)(C)N2C(=O)CSC1=NCCS1
  TAG inh: -9.6
  TAG inh DAPI viability: 1.5

OC(COc1ccc(OCC(O)CN2CCCCC2)cc1)CN1CCCCC1 (stereo not given)
  TAG inh: 11.7
  TAG inh DAPI viability: 5.3

CC(C)(C)C(=O)NC(=O)Nc1ccccc1C(F)(F)F
  TAG inh: 9.3
  TAG inh DAPI viability: -3.3

COc1cc(C(=O)OCC(=O)N(CC(C)C)C2CCS(=O)(=O)C2)cc(OC)c1C (stereo not given)
  TAG inh: 6.3
  TAG inh DAPI viability: 3.3

C[C@H](CO)N1C[C@H](C)[C@@H](CN(C)S(=O)(=O)c2ccccc2)Oc2c(NC(=O)NC3CCCCC3)cccc2C1=O
  TAG inh: 13.0
  TAG inh DAPI viability: -3.6

O=C(NCCN1C(=O)S/C(=C\c2ccc(Cl)cc2Cl)C1=O)C1=COCCO1
  TAG inh: 0.5
  TAG inh DAPI viability: 0.6

CC(=O)c1c(C)[nH]c(C(=O)Nc2c(C)n(C)n(-c3ccccc3)c2=O)c1C
  TAG inh: -17.9
  TAG inh DAPI viability: -10.2

CCOC(=O)C1C2C=CC3(CN(Cc4ccco4)C(=O)C13)O2 (stereo not given)
  TAG inh: -28.9
  TAG inh DAPI viability: 10.6

COc1ccc(-c2nn(C)c(=O)c3ccccc23)cc1CNC(=O)C1CCCCC1
  TAG inh: -11.6
  TAG inh DAPI viability: -2.8

Brc1ccc(CSc2nnc3ccccn23)cc1
  TAG inh: -1.3
  TAG inh DAPI viability: 0.0

COc1ccc([C@H]2N[C@]3(CCCN(Cc4ccc(Br)cc4)C3=O)[C@H]3C(=O)N(C)C(=O)[C@@H]23)cc1
  TAG inh: -1.0
  TAG inh DAPI viability: -2.8

CC(C)(O[C@@H]1O[C@H](CO)[C@@H](O)[C@H](O)[C@H]1O)[C@@H]1CC=C(C(=O)O)CC1
  TAG inh: 3.3
  TAG inh DAPI viability: -6.0

NS(=O)(=O)c1cccc(NC(=O)COc2ccc([N+](=O)[O-])cc2)c1
  TAG inh: -2.4
  TAG inh DAPI viability: 7.6

Oc1ccc(/C=N/NC(=S)NC2CC3CCC2C3)cc1 (stereo not given)
  TAG inh: 5.6
  TAG inh DAPI viability: -8.4

Structural class: the entries above with a COOH group
CCOC(=O)N1CCN(C(=O)Cc2c(C(=O)O)n(C)c3ccccc23)CC1
  TAG inh: -12.7
  TAG inh DAPI viability: -7.5

O=C(O)c1ccccc1Sc1ncnc2sccc12
  TAG inh: 12.3
  TAG inh DAPI viability: -12.0

CC(C)(O[C@@H]1O[C@H](CO)[C@@H](O)[C@H](O)[C@H]1O)[C@@H]1CC=C(C(=O)O)CC1
  TAG inh: 3.3
  TAG inh DAPI viability: -6.0

Remaining list, next part
Cc1ccc(C(=O)NC2CCN(C(=O)NC3CCCCC3)CC2)cc1
  TAG inh: -0.6
  TAG inh DAPI viability: -9.7

COc1ccc(-c2ccc(CN3C(CC(C)C)C(=O)N(Cc4cn(CC5CCCCC5)nn4)CCS3(=O)=O)cc2)cn1 (stereo not given)
  TAG inh: 31.0
  TAG inh DAPI viability: -15.9

CN(Cc1cnc2nc(N)nc(N)c2n1)c1ccc(C(=O)NC(CCC(=O)O)C(=O)O)cc1 (stereo not given)
  TAG inh: 10.8
  TAG inh DAPI viability: -4.1

Cc1ccc(S(=O)(=O)N2CCCC2)cc1C(=O)NCC(C)(C)N1CCOCC1
  TAG inh: -2.8
  TAG inh DAPI viability: 7.2

COc1ccc(OC)c(C(=O)CCCCC(=O)c2cc(OC)ccc2OC)c1
  TAG inh: -15.2
  TAG inh DAPI viability: 6.2

O=C(CSc1c[nH]c2ccccc12)NC1CCCC1
  TAG inh: 6.5
  TAG inh DAPI viability: -7.5

COc1ccccc1-c1nnc(SCC(=O)Nc2ccc(S(N)(=O)=O)cc2)n1N
  TAG inh: 5.3
  TAG inh DAPI viability: -0.9

CC(=O)Nc1ccc(Nc2cc(C)nc(Nc3ccc(NC(C)=O)cc3)n2)cc1
  TAG inh: 10.4
  TAG inh DAPI viability: -8.7

CC1(C)Cc2nc3sc4c(SCC(=O)O)ncnc4c3cc2CO1
  TAG inh: 12.8
  TAG inh DAPI viability: 4.4

CCOC(=O)Cc1csc(SCC(=O)NC2CCCCC2)n1
  TAG inh: 1.9
  TAG inh DAPI viability: 3.9

Cc1c(C(=O)NNC(=O)Nc2ccc([N+](=O)[O-])cc2)oc2ccccc12
  TAG inh: -0.2
  TAG inh DAPI viability: 2.5

COc1ccc(N(CC(=O)Nc2ccc(C)c(C)c2)C2=NC3CS(=O)(=O)CC3S2)cc1 (stereo not given)
  TAG inh: -2.4
  TAG inh DAPI viability: -1.1

CC1(OC(=O)c2cccs2)C(=O)C=C2C=C(C3CC3)OC=C2C1=O (stereo not given)
  TAG inh: -7.0
  TAG inh DAPI viability: 2.2

N#Cc1c(N)nc(N2CCCC2)c(C#N)c1-c1ccc(Cl)cc1
  TAG inh: 15.7
  TAG inh DAPI viability: 0.4

O=S(=O)(CCc1nnc(-c2ccc(Br)cc2)o1)c1ccc(Cl)cc1
  TAG inh: 11.2
  TAG inh DAPI viability: -2.3

Structural class: the entries above with a furan ring, fused or not.
CCOC(=O)C1C2C=CC3(CN(Cc4ccco4)C(=O)C13)O2 (stereo not given)
  TAG inh: -28.9
  TAG inh DAPI viability: 10.6

Cc1c(C(=O)NNC(=O)Nc2ccc([N+](=O)[O-])cc2)oc2ccccc12
  TAG inh: -0.2
  TAG inh DAPI viability: 2.5
